Compound activity from PubChem.
TDP1 cell CPT = DT40-hTDP1 cell growth loss with CPT | Potency, µM (highest dose often 46.2 µM), for the others: top-dose activity change, negative = growth inhibition, usual class: inhibitors | chicken DT40 Tdp1-/-;hTDP1 cells + 20 nM CPT, ATP luminescence, 48 h | 420,000 tested, 12% active; also: nearly all actives have a fitted effect of over 55% in size
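Chicken DT40 Tdp1-/- cells complemented with human TDP1, 400 cells/well, exposed to compounds plus 20 nM camptothecin for at least 48 h at 37 C; viability read as ATP content by CellTiter-Glo luminescence.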
TDP1 cell noCPT = qHTS for Inhibitors of human tyrosyl-DNA phosphodiesterase 1 (TDP1): qHTS in cells in absence of CPT | DT40 Tdp1-/- hTDP1 cells, no CPT, ATP luminescence, 48 h | Potency, µM (top dose mostly 46.2 µM), inactives show top-dose activity change, negative = growth inhibition, actives largely listed as inhibitors | 420,000 tested, 15% active | AID 686978, 2013; also: nearly all actives have a fitted effect of over 55% in size
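Cells were dispensed at 400 per well, compounds added by pin tool, plates incubated ≥48 hr at 37 °C, then CellTiter-Glo added for 30 min at room temperature before luminescence reading. Line: DT40 Tdp1-/- complemented with hTDP1; camptothecin omitted.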
KAT2A inh = inhibitors of human GCN5L2 histone acetyltransferase; 390,000 tested, 0.21% active; Potency, µM (top dose mostly 58.9 µM), without a hit: at the top dose activity change, negative = inhibition, most hits filed as inhibitors; GCN5L2 HAT assay, ThioGlo1 CoA-SH fluorescence; Q92830
Target sequence (Q92830 whole entry, looked up): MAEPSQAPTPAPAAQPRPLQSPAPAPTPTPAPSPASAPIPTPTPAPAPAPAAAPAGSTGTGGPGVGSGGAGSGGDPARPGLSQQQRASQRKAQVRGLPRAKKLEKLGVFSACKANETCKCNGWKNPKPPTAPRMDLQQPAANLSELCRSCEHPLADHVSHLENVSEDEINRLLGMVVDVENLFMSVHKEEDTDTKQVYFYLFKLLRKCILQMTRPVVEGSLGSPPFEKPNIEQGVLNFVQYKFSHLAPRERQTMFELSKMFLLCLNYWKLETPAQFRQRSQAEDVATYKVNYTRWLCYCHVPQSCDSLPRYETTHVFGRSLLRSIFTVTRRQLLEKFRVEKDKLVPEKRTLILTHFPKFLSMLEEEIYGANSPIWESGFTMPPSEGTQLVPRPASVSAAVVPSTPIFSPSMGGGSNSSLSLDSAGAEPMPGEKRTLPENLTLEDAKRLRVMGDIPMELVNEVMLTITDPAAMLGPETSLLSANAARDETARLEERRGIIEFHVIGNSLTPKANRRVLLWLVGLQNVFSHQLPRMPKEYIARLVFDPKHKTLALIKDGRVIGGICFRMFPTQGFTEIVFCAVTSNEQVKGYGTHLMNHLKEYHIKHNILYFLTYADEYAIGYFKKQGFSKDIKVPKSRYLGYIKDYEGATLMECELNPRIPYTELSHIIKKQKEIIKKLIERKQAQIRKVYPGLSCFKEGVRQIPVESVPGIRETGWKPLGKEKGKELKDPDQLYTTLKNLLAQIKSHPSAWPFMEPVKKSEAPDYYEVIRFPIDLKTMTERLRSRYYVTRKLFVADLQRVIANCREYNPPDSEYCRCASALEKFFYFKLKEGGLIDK
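qHTS, 1536-well. 20nM enzyme, pH 7.5 HEPES/EDTA/Tween-20 buffer; 15 min compound preinc., RT. Start: 75uM H3(1-25), 70uM AcCoA, 50uM ThioGlo1. Read Ex340/Em540 at t=0 (autofluorescence flag) and t=20 min.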
Active calls of the source: *; u = inconclusive; x = no result given; & = joins results of further samples. Calls follow the shape of the dose curve; as a rule, active = well fitted curve in the direction sought with a large enough effect; inconclusive = small, poorly fitted or top-dose-only effect, or another doubt; inactive = no such curve, though single readings can be large; an effect the other way counts as inactive or inconclusive. % is scaled to controls: 0 for no effect and ±100 for the full control effect; potency is read from the fitted curve at half-maximal effect.

Sample of the layout:
canonical_smiles	TDP1 cell CPT	TDP1 cell noCPT	KAT2A inh
CCNc1nc2nc3ccc(C)cn3c(=O)c2cc1C(=O)NCC1CCCO1 (stereo not given)	-3%	-9%	-6%
COc1cccc(N2CCN(C(=O)c3cnc4c(C)cccn4c3=O)CC2)c1	0%	-26%	-2%
CC(=O)c1ccc(Nc2nc(-c3cccnc3)cs2)cc1	-8%	u	-11%
COc1ccc(C(=O)NCc2nnc(SCC(=O)NCc3ccco3)o2)cc1OC	9%	0%	-15%

The listing, from the start:
canonical_smiles	TDP1 cell CPT	TDP1 cell noCPT	KAT2A inh
CCNc1nc2nc3ccc(C)cn3c(=O)c2cc1C(=O)NCC1CCCO1 (stereo not given)	-3%	-9%	-6%
COc1cccc(N2CCN(C(=O)c3cnc4c(C)cccn4c3=O)CC2)c1	0%	-26%	-2%
CC(=O)c1ccc(Nc2nc(-c3cccnc3)cs2)cc1	-8%	u	-11%
COc1ccc(C(=O)NCc2nnc(SCC(=O)NCc3ccco3)o2)cc1OC	9%	0%	-15%
Cc1ccc(S(=O)(=O)Nc2cc(C(F)(F)F)ccc2N2CCOCC2)cc1	-10%	u	4%
COc1ccc(CNCCC(c2ccccc2)c2ccc3c(c2)OCO3)cc1 (stereo not given)	5.8µM*	5.8µM*	1%&-6%
CCCCOCCCNC(=O)N[C@@H](CC(C)C)C(=O)O	-1%	-11%	u
COc1cccc(CN2CCCN(S(=O)(=O)c3ccc(Br)cc3)CC2)c1	u	u	-14%
O=C(OCc1ccccc1)N(CCF)c1cn(Cc2ccccc2)c(=O)n(Cc2ccccc2)c1=O	u	u	x
Cc1c(-n2c(SC(C)C(=O)NC(N)=O)nc3ccccc3c2=O)c(=O)n(-c2ccccc2)n1C (stereo not given)	1%	5%	-11%
CCn1c(CSc2nc3ccccc3s2)nnc1SCC(=O)NCC(=O)OC	-7%	-2%	-1%
CN[C@@H]1[C@@H](O)[C@@H](O[C@@H]2[C@@H](O)[C@H](O[C@H]3O[C@H](CN)[C@@H](O)[C@H](O)[C@H]3O)[C@@H](N)C[C@H]2NC(=O)C(O)CN)OC[C@]1(C)O (stereo not given in full)	-25%	-19%	x
COc1ccc(/C=C/C(=O)OCC(=O)Nc2cccc(C(C)=O)c2)cc1	1%	4%	-2%
O=[N+]([O-])c1ccccc1-c1cc(-c2ccccc2O)n[nH]1	u	u	-1%
C=CCN1C(=O)C(CC(=O)Nc2ccccc2F)S/C1=N\c1nccs1 (stereo not given)	3%	-21%	23%

Further structures:
canonical_smiles	TDP1 cell CPT	TDP1 cell noCPT	KAT2A inh
O=c1cc(-c2ccccc2)nc2nc(COc3ccccc3)[nH]n12	-18%	-24%	2%
COc1ccc(C(=O)N2CCCC(Nc3ccc(F)c(F)c3)C2)c(OC)n1 (stereo not given)	-7%	-4%	-7%
Cn1c(=O)c(C(=O)NNC(=O)c2ccccc2Cl)c(O)c2ccccc21	u	18µM*	-1%
O=C(NCc1ccccc1)c1n[nH]nc1-c1ccccc1O	-15%	-16%	-5%
O=C(COC(=O)c1nc(Cl)ccc1Cl)c1ccc[nH]1	2%	-12%	-13%
O=C(Nc1nnc(S(=O)(=O)N2CCOCC2)s1)c1ccccc1Br	u	-23%	-2%
COC(=O)C1=C(C)NC(C)=C(C(=O)OC)C1C(=O)OC1CCCCC1=O (stereo not given)	2%&1%	-5%&0%	-1%
CCCC12CN3CC(C)(CN(C1)C3c1ccc3c(c1)OCO3)C2=O (stereo not given)	u	u	u
CC1=C(C(=O)N2CCCCCC2)CC(CC(=O)NC2CCCCC2)C(=O)N1CCC1=CCCCC1 (stereo not given)	13µM*	u	x
COC1=C(Nc2ccccc2)C(=O)c2ccccc2C1=O	12µM*	12µM*	0%
Cc1cccc(CC2CC(=O)N(C3CCCCC3)C2=O)c1 (stereo not given)	-5%	-29%	-1%
C/C(CC1CC(COCCC(C)C)OC1=O)=N\NC(N)=S (stereo not given)	-30%	-4%	-2%
O=C(Nc1nc(-c2ccc(-c3ccccc3)cc2)cs1)c1cnccn1	-3%	u	0%
O=C(NCCc1ccccc1)c1ccc2nc(CCc3ccccc3)oc2c1	-25%	-6%	-2%
CCc1nc2c(OCC(=O)C(C)(C)C)cccn2c1N(C)C(=O)c1ccccc1F	-21%	-9%	x

Record cards, as listed above. Values in the order: TDP1 cell CPT	TDP1 cell noCPT	KAT2A inh
Cc1cccc(CC2CC(=O)N(C3CCCCC3)C2=O)c1 (stereo not given) across the screens: -5%	-29%	-1%
COc1cccc(N2CCN(C(=O)c3cnc4c(C)cccn4c3=O)CC2)c1 across the screens: 0%	-26%	-2%
COc1ccc(C(=O)N2CCCC(Nc3ccc(F)c(F)c3)C2)c(OC)n1 (stereo not given) across the screens: -7%	-4%	-7%
O=C(Nc1nc(-c2ccc(-c3ccccc3)cc2)cs1)c1cnccn1 across the screens: -3%	u	0%

The list goes on:
canonical_smiles	TDP1 cell CPT	TDP1 cell noCPT	KAT2A inh
Cc1sc2ncn(CC(=O)Nc3ccc(F)cc3Cl)c(=O)c2c1S(=O)(=O)N1CCN(c2ncccn2)CC1	-6%	-16%	3%
O=[N+]([O-])c1ccc(NCCNS(=O)(=O)c2ccccc2)cc1	-8%	u	-25%
COc1ccc(S(=O)(=O)Nc2ccc(S(=O)(=O)N3CCCC3)cc2)cc1	0%	-9%	0%
Cc1ccc(S(=O)(=O)CC(=O)N2CC(C)OC(C)C2)cc1 (stereo not given)	0%	3%	0%
CC(c1ccccc1)C1OCC(C[N+]2(C)CCCCC2)O1 (stereo not given)	-13%	-24%	-19%
CC(C)(C)C1CCc2nc(NC(=O)COc3ccccc3[N+](=O)[O-])sc2C1 (stereo not given)	16µM*	u	-2%
Cc1cc(Br)ccc1NC(=O)c1sc2ncn(CC(=O)N3CCN(c4ccccn4)CC3)c(=O)c2c1C	-24%	-16%	-7%
CC1CN(C(=O)C(C)N2C(=O)c3ccccc3C2=O)CC(C)O1 (stereo not given)	-16%	-5%	0%
CCCSc1nnc2[nH]c(=O)cc(C)n12	6%	-2%	-7%
O=c1[nH]nc(Br)c(=O)n1C(c1ccccc1)c1ccccc1	21µM*	u	x
O=c1[nH]c(CN2CCN(c3ncccn3)CC2)nc2c(Br)cc(Br)cc12	4%	5%	-8%
C/C(=N\NC(=O)CSc1nc2ccccc2[nH]1)c1ccncc1	2%	-3%	-1%
Cc1cc(C)c2c(n1)SCC(=O)N2CC(=O)Nc1ccccc1Cl	-8%	-7%	1%
O=C(COc1ccccc1[N+](=O)[O-])N(Cc1ccco1)c1ccccn1	-4%	-26%	-7%
CC(=O)/C=C/n1c(=S)oc2ccccc21	0.82µM*	0.65µM*	-3%

Remaining list, next part.
canonical_smiles	TDP1 cell CPT	TDP1 cell noCPT	KAT2A inh
O=S(=O)(c1cc(F)ccc1F)N1CCC2(CC1)OCCN2S(=O)(=O)c1cccs1	-7%	u	-2%
CCn1cc(C(=S)N2CCC(C(N)=O)CC2)c2ccccc21	u	u	-3%
CCCCCN(C(=O)CCC(=O)OC(C)C(=O)NCc1ccccc1)c1c(N)n(CCCC)c(=O)[nH]c1=O (stereo not given)	3%	-2%	0%
COc1ccc(OCc2nnc(NC(=O)Nc3ccc(F)cc3)s2)cc1	-20%	u	2%
CNc1nc(N/N=C/c2ccc([N+](=O)[O-])cc2)nc(Nc2ccccc2)n1	u	u	-11%
COC1=CC(=O)C=C(OC)C1=O	0.65µM*	0.82µM*	-3%
c1cnn(-c2cc(N3CCOCC3)ncn2)c1	0%	u	2%
CCCCOc1ccc(C(=O)N(Cc2ccco2)C2CCS(=O)(=O)C2)cc1 (stereo not given)	u	-17%	-4%
COc1ccccc1NC(=S)NCc1ccccc1	-27%	-5%	0%
O=C1C2CCCN2C(=S)N1c1cc(Cl)ccc1Cl (stereo not given)	-10%	2%	3%
CC(=O)N1c2ccc(S(=O)(=O)NCCC(=O)Nc3cccc(Cl)c3)cc2CC1C (stereo not given)	-13%	21%	-5%
CC(C)Cn1c(=O)c2ccccc2n2c(CCC(=O)NCc3ccccc3Cl)nnc12	2%	-3%	1%
COc1ccc(CNC(=O)C2CCN(S(=O)(=O)c3ccc4c(c3)C(C)(C)C(=O)N4C)CC2)cc1	-16%	u	-8%
Cc1ccc(NC(=O)c2oc3ccccc3c2NC(=O)c2ccccc2C)cc1	u	u	3%
Clc1cncc(Cl)c1N/N=C/c1ccncc1	u	u	-2%

Additional records follow:
canonical_smiles	TDP1 cell CPT	TDP1 cell noCPT	KAT2A inh
COC(=O)c1ccccc1COc1cccn2c(N(C)CC3CC3)c(C)nc12	u	18µM*	x
CN(C)/C=C/C(=O)/C=C/c1cn(-c2ncc(C(F)(F)F)cc2Cl)c2ccccc12	u	u	-22%
C=CC1CN(CC(=O)OC)S(=O)(=O)c2ccccc21 (stereo not given)	-2%	0%	2%
Nc1nc2c(ncn2[C@@H]2O[C@H](COP(=O)(O)OP(=O)(O)O)[C@@H](O)[C@H]2O)c(=O)[nH]1	-16%	-15%	-18%
CC(C)CN1C(=O)C(=O)N(CC(=O)N(C)CC(=O)Nc2ccc(F)cc2)C1=O	4%	-13%	3%
COc1ccc(Cn2ccc3nc(C)c(C(=O)Nc4ccc(OC)cc4OC)cc3c2=O)cc1	-14%	u	5%
Cc1cccc(Nc2nc(C)cc(C)c2C#N)c1	-5%	0%	-5%
c1ccc(-c2ccccc2OCCOCCN2CCc3ccccc3C2)cc1	u	12µM*	-4%
CC1(c2ccccc2Br)NC(=O)N(CC(=O)N2CCc3ccccc3C2)C1=O (stereo not given)	-28%	u	1%
O=C(CNC(=O)c1ccccc1Br)N/N=C/c1cccs1	1%	-3%	-6%
O=c1[nH]nc(CNc2ccc(Cl)cc2Cl)c2ccccc12	u	u	-5%
Cc1ccc2cc(C#N)c(N3CCN(C(=O)c4ccccc4)CC3)nc2c1	21µM*	10µM*	u
CC(C)(C)c1csc(N/N=C/c2cccnc2)n1	21%	1%	-13%
COc1ccccc1CNC(=O)c1cccc(S(=O)(=O)N2CCN(c3ccc(F)cc3)CC2)c1	u	12µM*	-9%
CSCCC(NC(=O)c1ccco1)C(=O)NC1CCC(C)CC1 (stereo not given)	2%	-8%	-3%

(listing goes on)
canonical_smiles	TDP1 cell CPT	TDP1 cell noCPT	KAT2A inh
O=C(NNC(=O)c1ccccc1Br)c1ccc(SCC2CCCO2)c([N+](=O)[O-])c1 (stereo not given)	0%	-12%	-3%
CC(=O)c1cc(CN2C(=O)c3ccccc3C2=O)cs1	1%	11%	-4%
COc1ccc(-n2c(CNc3ccc(C)cc3)nnc2SCc2ccccc2)cc1	u	16µM*	-18%
COc1cccc(NC(=O)CSc2nccn2C2CCCC2)c1	0%	u	-15%
Cc1cc(O)c(C(=O)c2ccccc2C(=O)O)cc1C	-19%	-27%	-5%
COc1cccc(C2(O)CCN(C(=O)C(C)C)CC2)c1	3%	13%	-3%
CCC(=O)C1CCCN(C(=O)CCc2nnc(C3(c4ccc(Cl)cc4)CCC3)o2)C1 (stereo not given)	23µM*	u	0%
Cc1c(C(=O)N2CCN(c3ccc(F)cc3)CC2)sc2ncnc(N3CCN(c4ccccn4)CC3)c12	18µM*	15µM*	-25%
CCSc1nnc2nc(C)cc(C)n12	-4%	-2%	-2%
Cc1ccc(O)c(-c2cc(-c3ccccc3[N+](=O)[O-])[nH]n2)c1	-4%	-14%	-11%
Brc1cccc(OCCCNC2CCCC2)c1	u	21µM*	-3%
COc1cc(OC)c(C2=NOC(C(=O)Nc3c(C)nn(CC(=O)N4CCCC4)c3C)C2)cc1Cl (stereo not given)	8%	2%	1%
Cc1cccc(N2CCN(CC(=O)N(C3CCCC3)C3CCS(=O)(=O)C3)CC2)c1C (stereo not given)	u	u	-2%
COc1ccc(C2CC(c3ccccc3)=NN2C(=O)CCC(=O)O)cc1 (stereo not given)	8%	-18%	-8%
CC1(C)Cc2cccc(OCC(=O)OCC(=O)Nc3ccc(S(N)(=O)=O)cc3)c2O1	-17%	3%	x

Next part.
canonical_smiles	TDP1 cell CPT	TDP1 cell noCPT	KAT2A inh
Cc1ccc(C)c(S(=O)(=O)c2cn(Cc3ccccc3)c3cc(N4CCCC4)c(F)cc3c2=O)c1	u	u	-13%
CCC(=O)Nc1nnc(SCC(=O)NCC2CCCO2)s1 (stereo not given)	-15%	0.29µM*	x
CCOc1ccc(/C=C/C(=O)Nc2cccc(C(C)=O)c2)cc1	-85%	0.58µM*	-2%
CC(C)[C@H](NC(=O)CNC(=O)OC(C)(C)C)C(=O)N[C@H](C=O)C(C)C	u	u	11%
CCC(=O)OCC(=O)Nc1ccc(OC)cc1[N+](=O)[O-]	22%	-14%	-6%
